Assay outcomes as filed in PubChem.
core dimer inh = inhibitors of HCV core protein dimerization, primary screen, biochemical, TR-FRET, high-throughput. AID 1899, 2009. TR-FRET GST/Flag-core106 dimerization, 1536-well. 300,000 tested, 0.33% active. inhibition, % at 5 µM;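 active means inhibition above the mean of all tested compounds plus 3 SD, set per screening campaign, cut at about 45% in these data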
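Assay system – GST-tagged and Flag-tagged HCV core protein residues 1-106 · Quantity – core106 proteins, GST 13.5 nM and Flag 17 nM · Benchmarks – unlabelled core106 and no-GST-core106 wells · Read-out basis – percent inhibition of core106 dimerization signal · Detection – time-resolved FRET, ex 340 nm, em 617 and 671 nm · Schedule – 4 h at 22.5 °C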
JMJD2C inh = inhibitors of GASC-1 histone demethylase, primary screen, biochemical, fluorescence, DELFIA europium; Lysine-specific demethylase 4C (Homo sapiens), Q9H3R0; GST-JMJD2C(1-420) H3K9me3 demethylation; inhibition, % at 2.35 µM; 330,000 tested, 0.069% active; AID 2099, 2009;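 active means more than half of a compound's replicate wells show inhibition beyond 50%, single wells judged on their own value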;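 further: signal counts dimethyl H3K9 product captured on neutravidin plate; 0% = median of DMSO wells and 100% = 0.3 times that DMSO median; strong numbers were not always called active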
VLA-4 inh = inhibition in human VLA-4 binding assay, primary screen, VLA-4 allosteric modulator project, MLPCN library, flow cytometry, VLA-4 expressing cells; AID 2557, 2010; 330,000 tested, 0.2% active; inhibition, % (about 7 µM as worked out from the volumes in the protocol); ligand binding flow cytometry; in the data active means inhibition above about 50%
proCasp3 act = activators of human procaspase-3 D3A mutant, primary screen, biochemical, absorbance, PC-3 D3A mutant, single concentration; Caspase-3 (Homo sapiens), P42574; recombinant procaspase-3 D3A, Ac-DEVD-pNA absorbance 405 nm; activation, % at 8.5 µM; 330,000 tested, 0.11% active;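 active means activation above the mean of all tested compounds plus 3 SD, cut at about 21% in these data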;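 further: 0% = DMSO alone and 100% = DMSO wells spiked with extra 5 µM PC-3 D3A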
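Test system: Procaspase-3 D3A mutant; medium: Zinc-free HEPES/NaCl buffer with 0.01% Triton X-100 at pH 7.4; reagent: DEVD-pNA substrate; doses: one concentration, 8.5 µM nominal, 0.8% DMSO; times: 1 h preincubation plus 2 h reaction at 25 °C; signal: Epi-absorbance at 405 nm of released p-nitroaniline, 0 and 120 min; replicates: singlicate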
Fh CTSL1 inh = Fasciola hepatica cathepsin L1 inhibitors, primary screen, counter-screen for PFM18AAP inhibitor project, biochemical, QFRET, fluorogenic peptide substrate; recombinant F. hepatica cathepsin L1, Z-Leu-Arg-MCA fluorescence; inhibition, % at 5.96 µM; 300,000 tested, 0.49% active;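 active means inhibition above the mean of all tested compounds plus 3 SD, set per screening campaign, cut at about 17% in these data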;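 further: 0% = plate median of test compound wells and 100% = 1 µM Z-Phe-Ala-diazomethylketone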
PP5 primary = PP5 phosphatase inhibitors, primary screen, biochemical, fluorescence; 320,000 tested, 0.18% active; AID 1987, 2009; inhibition, % at 6.7 µM; purified PP5c, OMFP substrate fluorescence; Serine/threonine-protein phosphatase 5 (Homo sapiens), P53041;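 active means inhibition above the campaign's mean inhibition across all tested compounds plus 3 SD, cut at about 9.5% in these data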;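 further: 0% = DMSO only and 100% = 100 µM cantharidin control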
PP1 counter = PP1-alpha phosphatase inhibitors, primary screen, counter-screen for PP5 inhibitor project, biochemical, fluorescence, OMFP substrate, single point. 320,000 tested, 0.9% active. purified PP1alpha. inhibition, % at 6.7 µM. Serine/threonine-protein phosphatase PP1-alpha catalytic subunit (Homo sapiens), P62136. AID 2235, 2010;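 active means inhibition above the mean inhibition of all tested compounds plus 3 SD, computed separately for each screening campaign, cut at about 15% in these data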
Target sequence (P62136 whole entry, looked up): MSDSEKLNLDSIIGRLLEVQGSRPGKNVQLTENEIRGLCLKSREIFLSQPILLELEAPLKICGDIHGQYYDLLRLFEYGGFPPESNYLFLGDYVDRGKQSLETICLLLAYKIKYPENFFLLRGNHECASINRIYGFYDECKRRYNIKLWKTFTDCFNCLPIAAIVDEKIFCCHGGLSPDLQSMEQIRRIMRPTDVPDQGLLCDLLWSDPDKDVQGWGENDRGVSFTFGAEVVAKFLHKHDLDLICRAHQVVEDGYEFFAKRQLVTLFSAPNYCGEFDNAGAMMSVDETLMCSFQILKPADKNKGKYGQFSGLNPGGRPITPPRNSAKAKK
procasp7 counter = procaspase-7 activators, primary screen, counter-screen for procaspase-3 activator project, biochemical, absorbance, HTS, human; activation, % at 8.5 µM; recombinant procaspase-7, Ac-DEVD-pNA absorbance 405 nm; D23A/D198A/D206A triple mutant, cannot self-cleave; scale: DMSO 0, 5 µM enzyme 100; 330,000 tested, 0.093% active; Caspase-7 (Homo sapiens), P55210;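 active means percent activation above the screen-wide mean plus 3 SD, cut at about 25% in these data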
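Material: Procaspase-7 triple mutant (PC-7 D3A) | Quantity: 2 µM procaspase-7 mutant as dispensed | Reagent: DEVD-pNA substrate | Times: 1 h preincubation, 2 h reaction | Technique: 405 nm absorbance of p-nitroaniline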
GRK2 inh = compounds blocking aptamer binding on GRK2 – biochemical, human GRK2, bead flow cytometry, HTS, primary screen. inhibition of aptamer binding, % at 10 µM. 330,000 tested, 0.59% active. FAM-aptamer displacement from GRK2. AID 488847, 2010. Beta-adrenergic receptor kinase 1 (Homo sapiens), P25098;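 active means inhibition of aptamer binding above 40%, roughly 3 SD of noise, on plates passing a quality check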;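 further: median bead fluorescence of bound FAM aptamer so fluorescent compounds give negative values; no value below 0 was filed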
Target sequence (P25098 whole entry, looked up): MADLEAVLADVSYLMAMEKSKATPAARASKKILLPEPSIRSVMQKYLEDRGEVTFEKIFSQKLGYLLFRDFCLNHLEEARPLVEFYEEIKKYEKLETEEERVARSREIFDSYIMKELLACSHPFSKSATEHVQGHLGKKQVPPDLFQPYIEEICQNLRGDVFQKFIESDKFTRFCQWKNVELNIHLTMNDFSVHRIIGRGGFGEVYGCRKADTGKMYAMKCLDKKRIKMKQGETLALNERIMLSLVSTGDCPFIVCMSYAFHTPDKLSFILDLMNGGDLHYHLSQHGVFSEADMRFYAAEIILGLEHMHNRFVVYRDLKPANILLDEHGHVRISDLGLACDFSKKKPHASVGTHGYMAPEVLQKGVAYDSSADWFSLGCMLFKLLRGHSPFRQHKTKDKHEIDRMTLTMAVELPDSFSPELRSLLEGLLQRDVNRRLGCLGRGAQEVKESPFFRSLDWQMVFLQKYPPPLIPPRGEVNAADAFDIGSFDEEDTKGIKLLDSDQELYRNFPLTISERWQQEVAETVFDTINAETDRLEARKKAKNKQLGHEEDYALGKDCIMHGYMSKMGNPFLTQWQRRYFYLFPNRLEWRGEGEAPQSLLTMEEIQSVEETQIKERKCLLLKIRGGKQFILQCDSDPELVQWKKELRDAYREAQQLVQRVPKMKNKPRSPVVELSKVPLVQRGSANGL
* marks the source's active call; other numbers are inactive results; & = joins results of further samples. Outcome played no part in choosing rows. About 2.6% of those tested had a hit in this group.

Screening O=C(COC(=O)/C=C/c1ccc([N+](=O)[O-])cc1)NNC(=O)c1ccccc1 returned JMJD2C inh 7, VLA-4 inh 5, proCasp3 act -1, procasp7 counter 5 and GRK2 inh 0.
`COCC(=O)Nc1nnc(-c2cccs2)s1` gave core dimer inh -4, JMJD2C inh -12, VLA-4 inh 0, proCasp3 act -9, Fh CTSL1 inh 0, PP5 primary -4.8, PP1 counter -7, procasp7 counter -13 and GRK2 inh 6.
COc1cc(C(=O)OCC(=O)Nc2ccc3c(c2)OC(F)(F)O3)ccc1OCc1c(C)noc1C was read as core dimer inh -1, JMJD2C inh -15&-9, VLA-4 inh 2, proCasp3 act -4, Fh CTSL1 inh -2, PP5 primary 4.2, PP1 counter 4, procasp7 counter -9 and GRK2 inh 0.
`COc1ccc(C)cc1-n1nnnc1SCC(=O)NC1CC1` gave JMJD2C inh 9, VLA-4 inh -9, proCasp3 act 1, PP5 primary 0.7, PP1 counter -2, procasp7 counter 0 and GRK2 inh 0.
`O=C(NN1C(=O)c2ccccc2NC1c1cccnc1)c1ccccc1` (stereo not given) gave core dimer inh -4, JMJD2C inh 5, VLA-4 inh 3, proCasp3 act -10, Fh CTSL1 inh -2, PP5 primary 1.3, PP1 counter 1, procasp7 counter 3 and GRK2 inh 0.
CC(=O)c1cccc(NC(=O)COc2ccc(S(=O)(=O)N3CCCCC3)cc2)c1 was read as core dimer inh 2, JMJD2C inh 0, VLA-4 inh 2, proCasp3 act 13, Fh CTSL1 inh 0, PP5 primary 0.7, PP1 counter -2, procasp7 counter 4 and GRK2 inh 1.
`N#Cc1ccc(S(=O)(=O)N2CCN(C(=O)[C@@H]3CCCN3C(=O)c3cccs3)CC2)cc1` gave JMJD2C inh 3, VLA-4 inh 13, proCasp3 act -1, PP5 primary 2.0, PP1 counter -7, procasp7 counter -10 and GRK2 inh 1.
For COc1ccc(-c2cnc(SCCNC(=O)c3ccc4c(c3)OCO4)[nH]2)cc1 the results were core dimer inh -4, JMJD2C inh -2, VLA-4 inh -18, proCasp3 act -11, Fh CTSL1 inh -1, PP5 primary 3.9, PP1 counter -1, procasp7 counter 1 and GRK2 inh 1.
CCN1CCN(C(=O)Cn2ncc3c([nH]c4ccccc43)c2=O)CC1 was read as core dimer inh 3, JMJD2C inh 9, VLA-4 inh 7, proCasp3 act 10, Fh CTSL1 inh -1, PP5 primary -1.6, PP1 counter -5, procasp7 counter -4 and GRK2 inh 2.
N#Cc1ccc(COC(=O)CSc2nnc(N)s2)cc1 was read as core dimer inh 9, JMJD2C inh -2, VLA-4 inh 14, proCasp3 act -2, Fh CTSL1 inh 0, PP5 primary 0.5, PP1 counter 1, procasp7 counter 4 and GRK2 inh 0.
For O=C(Nc1nccs1)c1ccccn1 the results were core dimer inh 3, JMJD2C inh -4, VLA-4 inh 16, proCasp3 act 6, Fh CTSL1 inh 0, PP5 primary -3.1, PP1 counter -3, procasp7 counter -3 and GRK2 inh 4.
`Cc1ccc(CCN2CC(C(=O)NCCN3CCCCCC3)CC2=O)cc1` (stereo not given) gave core dimer inh -2, JMJD2C inh -8, VLA-4 inh -4, proCasp3 act -3, Fh CTSL1 inh 5, PP5 primary -7.5, PP1 counter 0, procasp7 counter 0 and GRK2 inh 0.
For O=C(c1ccco1)N1CCN(c2nc(-c3ccc(F)cc3)cs2)CC1 the results were core dimer inh 13, JMJD2C inh 9, VLA-4 inh 11, proCasp3 act -1, Fh CTSL1 inh -7, PP5 primary 1.9, PP1 counter 2, procasp7 counter -1 and GRK2 inh 1.
CC(C)OCC(O)CN1CCN(CC(O)COc2ccc3c(c2)OCO3)CC1 (stereo not given) was read as core dimer inh -3, JMJD2C inh 9, VLA-4 inh -7, proCasp3 act 7, Fh CTSL1 inh 1, PP5 primary 4.8, PP1 counter -2, procasp7 counter -10 and GRK2 inh 3.
`Cc1ccc(NC(=O)COC(=O)CN2CSCC2=O)cc1C` gave core dimer inh -7, JMJD2C inh 4, VLA-4 inh 0, proCasp3 act -13, Fh CTSL1 inh -4, PP5 primary 0.8, PP1 counter 3, procasp7 counter 6 and GRK2 inh 0.
`COc1ccc(Cl)cc1NC(=S)N1CCN(c2ncccn2)CC1` gave core dimer inh 1, JMJD2C inh 10, VLA-4 inh 2, proCasp3 act -11, Fh CTSL1 inh 1, PP5 primary 0.2, PP1 counter 0, procasp7 counter -4 and GRK2 inh 0.
For CCOC(=O)C1CCN(C(c2cccc(F)c2)c2sc3nc(C)nn3c2O)CC1 (stereo not given) the results were core dimer inh -3, JMJD2C inh 7, VLA-4 inh 12, proCasp3 act 8, Fh CTSL1 inh -5, PP5 primary 0.5, PP1 counter -1, procasp7 counter 2 and GRK2 inh 0.
COc1ccc(CCNC(=O)CN(c2ccccc2OC)S(C)(=O)=O)cc1 was read as core dimer inh 0, JMJD2C inh 23&-18, VLA-4 inh 9, proCasp3 act 12, Fh CTSL1 inh 0, PP5 primary -0.2, PP1 counter 1, procasp7 counter 0 and GRK2 inh 0.
`CCCc1c(C)nc(N2CCN(c3cccc(OC)c3)CC2)[nH]c1=O` gave core dimer inh 0, JMJD2C inh -21, VLA-4 inh 0, proCasp3 act 3, Fh CTSL1 inh -3, PP5 primary 0.4, PP1 counter -2, procasp7 counter -11 and GRK2 inh 1.
`Cc1ccc(-c2nnn(CC(=O)N(c3cccc(O)c3)C(C(=O)NC(C)(C)C)c3cccs3)n2)o1` (stereo not given) gave core dimer inh 2, JMJD2C inh 52&3, VLA-4 inh 2, proCasp3 act 5, Fh CTSL1 inh 7, PP5 primary 0.2, PP1 counter -2, procasp7 counter 0 and GRK2 inh 0.

Sorted by length of the SMILES (smallest number first): 3 of the compounds above.
For O=C(Nc1nccs1)c1ccccn1 the results were core dimer inh 3, JMJD2C inh -4, VLA-4 inh 16, proCasp3 act 6, Fh CTSL1 inh 0, PP5 primary -3.1, PP1 counter -3, procasp7 counter -3 and GRK2 inh 4.
`Cc1ccc(CCN2CC(C(=O)NCCN3CCCCCC3)CC2=O)cc1` (stereo not given) gave core dimer inh -2, JMJD2C inh -8, VLA-4 inh -4, proCasp3 act -3, Fh CTSL1 inh 5, PP5 primary -7.5, PP1 counter 0, procasp7 counter 0 and GRK2 inh 0.
For CCOC(=O)C1CCN(C(c2cccc(F)c2)c2sc3nc(C)nn3c2O)CC1 (stereo not given) the results were core dimer inh -3, JMJD2C inh 7, VLA-4 inh 12, proCasp3 act 8, Fh CTSL1 inh -5, PP5 primary 0.5, PP1 counter -1, procasp7 counter 2 and GRK2 inh 0.

More structures:
Cc1ccc(-c2nc(C3CCN(S(C)(=O)=O)CC3)no2)cc1 was read as core dimer inh -7, JMJD2C inh -11, VLA-4 inh 3, proCasp3 act 3, Fh CTSL1 inh 0, PP5 primary 0.1, PP1 counter -3, procasp7 counter 3 and GRK2 inh 0.
For O=C(NCc1ccccc1)c1cc(-c2ccncc2)nc2ccc(S(=O)(=O)N3CCOCC3)cc12 the results were core dimer inh 19, JMJD2C inh -1, VLA-4 inh -9, proCasp3 act -2, Fh CTSL1 inh 2, PP5 primary 2.3, PP1 counter -2, procasp7 counter -3 and GRK2 inh 0.
`CCOC(=O)Cc1csc(NC(=O)c2ccc([N+](=O)[O-])cc2[N+](=O)[O-])n1` gave core dimer inh 11, JMJD2C inh -11, VLA-4 inh 2, proCasp3 act -1, Fh CTSL1 inh 1, PP5 primary 1.1, PP1 counter -4, procasp7 counter -2 and GRK2 inh 2.
Cc1noc(C)c1S(=O)(=O)N(CC(=O)Nc1ccc2c(c1)OCO2)c1ccc(C(C)C)cc1 was read as core dimer inh 6, VLA-4 inh -21, proCasp3 act -3, Fh CTSL1 inh 0, PP5 primary 2.6, PP1 counter -2, procasp7 counter 3 and GRK2 inh 0.
For CCN(c1ccccc1)S(=O)(=O)c1ccc(OC)c(NC(=O)C2CC(=O)N(Cc3ccccc3)C2)c1 (stereo not given) the results were core dimer inh 5, JMJD2C inh -5, VLA-4 inh 7, proCasp3 act 7, Fh CTSL1 inh 3, PP5 primary 1.1, PP1 counter 0, procasp7 counter 5 and GRK2 inh 0.
`CCCCSc1nnc(-c2c[nH]c3ccccc23)n1C` gave core dimer inh 14, JMJD2C inh 0, VLA-4 inh -1, proCasp3 act 5, Fh CTSL1 inh 7, PP5 primary -2.8, PP1 counter 0, procasp7 counter 11 and GRK2 inh 2.
O=C(c1ccccc1)C(C(=O)N1CCCCC1)n1ccccc1=O (stereo not given) was read as core dimer inh 0, JMJD2C inh 13, VLA-4 inh 41, proCasp3 act 9, Fh CTSL1 inh 0, PP5 primary -0.2, PP1 counter -4, procasp7 counter 8 and GRK2 inh 0.
Screening O=C(NCC1CCCO1)c1cc(NS(=O)(=O)c2cccs2)cc(NS(=O)(=O)c2cccs2)c1 (stereo not given) returned core dimer inh 1, JMJD2C inh 16, VLA-4 inh 5, proCasp3 act -1, Fh CTSL1 inh 3, PP5 primary 3.3, PP1 counter -7, procasp7 counter 8 and GRK2 inh 1.
`CCOc1ccc(C(=O)NC(C(=O)NCCc2ccc(OC(F)F)cc2)C(C)C)cc1` (stereo not given) gave core dimer inh -20, JMJD2C inh 3, VLA-4 inh -8, proCasp3 act -2, Fh CTSL1 inh 7, PP5 primary -0.8, PP1 counter 3, procasp7 counter -18 and GRK2 inh 0.
For COc1ccc(C)cc1NC(=O)CN1CCCC1c1ccc2c(c1)OCCCO2 (stereo not given) the results were JMJD2C inh 0, VLA-4 inh 8, proCasp3 act 4, procasp7 counter 8 and GRK2 inh 0.
For O=[N+]([O-])c1ccc(CN2CCCCCC2)s1 the results were core dimer inh -4, JMJD2C inh -23, VLA-4 inh 10, proCasp3 act 3, Fh CTSL1 inh -3, PP5 primary 7.0, PP1 counter -2, procasp7 counter 7 and GRK2 inh 0.
For CN(C)C(=O)c1nc2ccc(Cl)cn2c1CN1CCCC(OCc2cccnc2)C1 (stereo not given) the results were core dimer inh -1, JMJD2C inh 6, VLA-4 inh 22, proCasp3 act 9, Fh CTSL1 inh 2, PP5 primary 3.0, PP1 counter -6, procasp7 counter -1 and GRK2 inh 0.
`CCN(Cc1ccc(OC)c(F)c1)C(=O)c1cc2ccccc2o1` gave core dimer inh 4, JMJD2C inh 4, VLA-4 inh 1, proCasp3 act 4, Fh CTSL1 inh 1, PP5 primary 2.6, PP1 counter 5, procasp7 counter -2 and GRK2 inh 0.
